RGS8-Gao reg: modulates binding of RGS8 to human Galphao; response (percent of control binding), % at 10 µM; AID 1423; 0.34% of 220,000 active; multiplexed bead flow cytometry; actives lie on both sides; P09471; in the data active means response below about 60% or above about 140%; inactive means in between;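 further: Galphao activated as the GDP aluminium fluoride complex binding bead-coupled RGS8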
RGS4-Gao reg: human RGS4-Galphao interaction regulation. P09471. Multiplexed bead flow cytometry, RGS4-Galphao binding; actives lie on both sides. binding response (% of control), % at 10 µM. 0.33% of 220,000 active. AID 1415; in the data active means binding response below about 49% or above about 150%; inactive means in between;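 further: fluorescent Galphao activated with aluminum fluoride binding bead-coupled RGS4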
Bcl-B Bim block: inhibitors of Bim-Bcl-B interaction, human. 0.073% of 190,000 active. Q9HD36. bead-based flow cytometry, Bim peptide-Bcl-B binding. inhibition, % at 10 µM;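 further: 0% = tracer peptide without compound and 100% = reference inhibitor peptide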
Target sequence (Q9HD36 whole entry, looked up): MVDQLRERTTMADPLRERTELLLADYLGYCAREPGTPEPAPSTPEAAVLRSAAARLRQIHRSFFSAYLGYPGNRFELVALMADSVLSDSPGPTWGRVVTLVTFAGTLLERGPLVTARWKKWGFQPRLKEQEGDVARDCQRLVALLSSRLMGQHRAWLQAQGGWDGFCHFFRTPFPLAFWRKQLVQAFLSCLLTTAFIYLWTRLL
Bfl-1 Bim block: disrupts Bim binding to human Bfl-1; Q16548; Bead-based flow cytometry, Bim-Bfl-1 binding inhibition; inhibition, % at 10 µM; 0.12% of 190,000 active;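 further: 0% = wells without compound plus tracer and 100% = blocker peptide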
Bim-Bcl-2: inhibitors of Bim-Bcl-2 interaction, human; P10415; Bead-based flow cytometry, Bim peptide-Bcl-2 binding; inhibition, % at 10 µM; 0.06% of 190,000 active; AID 950; in the data active means inhibition above about 40%; inconclusive means no clear call, values can overlap the other calls;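 further: 0% = no compound wells with probe peptide and 100% = reference peptide inhibitor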
Target sequence (P10415 whole entry, looked up): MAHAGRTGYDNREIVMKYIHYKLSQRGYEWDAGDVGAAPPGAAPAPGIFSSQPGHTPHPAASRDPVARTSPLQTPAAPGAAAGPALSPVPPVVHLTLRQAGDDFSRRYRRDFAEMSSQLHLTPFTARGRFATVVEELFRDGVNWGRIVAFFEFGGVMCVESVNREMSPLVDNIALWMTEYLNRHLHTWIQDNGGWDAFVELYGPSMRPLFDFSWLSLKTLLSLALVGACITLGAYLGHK
Mcl1-Bid inh: Mcl-1/Bid interaction inhibition; TR-FRET Mcl-1/Bid-Dy647 peptide binding, 1536-well; 0.97% of 220,000 active; AID 1021; inhibition, % at 21.7 µM;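 active means compounds that cut the binding signal by more than half at the single screening dose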;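 further: His-tagged Mcl-1 with europium anti-His antibody binding Bid BH3 peptide; 0% = Mcl-1 plus peptide wells and 100% = peptide-only wells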
Target sequence (Q07820 whole entry, looked up): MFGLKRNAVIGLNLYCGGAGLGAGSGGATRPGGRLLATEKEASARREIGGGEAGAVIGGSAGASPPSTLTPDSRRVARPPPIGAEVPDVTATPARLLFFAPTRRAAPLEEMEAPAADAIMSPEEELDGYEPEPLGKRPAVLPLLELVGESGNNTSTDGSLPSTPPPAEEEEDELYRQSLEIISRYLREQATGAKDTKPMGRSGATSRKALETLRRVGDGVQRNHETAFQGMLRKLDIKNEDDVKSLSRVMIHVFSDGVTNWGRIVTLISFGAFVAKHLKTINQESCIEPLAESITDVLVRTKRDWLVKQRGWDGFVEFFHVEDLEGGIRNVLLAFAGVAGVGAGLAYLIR
Mcl1-Noxa inh: disrupts binding of human Mcl-1 to Noxa peptide | Q07820 | TR-FRET Mcl-1/Noxa peptide binding, 2 h | inhibition, % at 21.7 µM | 1.5% of 220,000 active | AID 1022;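 active means compounds that cut the protein-peptide binding signal by more than 50% relative to plate controls in a single-dose test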;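 further: His-tagged Mcl-1 with rhodamine Noxa BH3 peptide and terbium anti-His antibody; 0% = Mcl-1 plus Noxa peptide wells and 100% = peptide-only wells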
Bcl-XL Bim block: disrupts Bim peptide binding to human Bcl-XL. Q07817. bead flow cytometry, fluorescence. inhibition, % at 10 µM. 0.04% of 190,000 active. AID 1007
Target sequence (Q07817 whole entry, looked up): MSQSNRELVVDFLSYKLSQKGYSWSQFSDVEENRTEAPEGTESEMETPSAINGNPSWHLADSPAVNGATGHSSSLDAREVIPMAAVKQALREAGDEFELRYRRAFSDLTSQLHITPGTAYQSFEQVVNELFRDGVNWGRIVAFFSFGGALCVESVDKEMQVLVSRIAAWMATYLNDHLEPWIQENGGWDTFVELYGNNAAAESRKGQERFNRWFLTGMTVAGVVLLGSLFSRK
RGS7-Gao: modulates binding of RGS7 to human Galphao; P09471; Multiplexed bead flow cytometry; actives lie on both sides; binding response (% of control), % at 10 µM; 0.35% of 220,000 active; AID 1439; in the data active means binding response below about 49% or above about 150%; inconclusive means no clear call, values can overlap the other calls; inactive means in between;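 further: fluorescent Galphao held in activated GDP-AlF4 state binding bead-coupled RGS7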
Bim-Mcl-1: human Bim-Mcl-1 interaction inhibition; Bead-based flow cytometry, Bim peptide-Mcl-1 binding; 0.1% of 190,000 active; inhibition, % at 10 µM;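 further: 0% = no compound tracer wells and 100% = peptide blocker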
Bim-Bcl-W: disrupts Bim peptide binding to human Bcl-W. inhibition, % at 10 µM. Q92843. bead-based flow cytometry. 0.02% of 190,000 active. AID 952;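 further: 0% = bound tracer without compound and 100% = peptide blocker; higher means less fluorescent Bim peptide bound to Bcl-W beads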
Starred values were filed as active, the others as inactive; ? = inconclusive; . = not tested or not shown. Unless noted, no stated cut-off is given here; in the data, active means inhibition above about 40%.

SMILES	RGS8-Gao reg	RGS4-Gao reg	Bcl-B Bim block	Bfl-1 Bim block	Bim-Bcl-2	Mcl1-Bid inh	Mcl1-Noxa inh	Bcl-XL Bim block	RGS7-Gao	Bim-Mcl-1	Bim-Bcl-W
CC/C(=N/Nc1ccccc1C)c1cnnc(SC)n1	127.1	125.9	-5.0	-2.0	-3.0	-36.0	6.2	-6.0	130.1	-6.0	-6.0
O=C1NC2(CCCCCC2)Cc2ccccc21	101.2	101.9	-12.0	-12.0	-10.0	13.1	-3.2	-1.0	99.0	-3.0	-4.0
CS/C(N)=N/N=C/c1c(O)ccc2ccccc12	99.9	100.6	.	.	.	-10.4	25.9	.	?	.	.
Cc1ccc(C(=O)NC(=S)NCCN2CCOCC2)cc1	120.8	113.8	3.0	5.0	0.0	-66.0	18.5	-5.0	105.4	-5.0	-3.0
CNC(=O)c1ccc(NC(=O)/C=C/c2cccc(F)c2)cc1	96.8	99.5	-4.0	-4.0	-1.0	-10.1	12.2	-1.0	103.3	-1.0	-3.0
O=C(Nc1nc(-c2ccccc2)cs1)c1cccnc1	104.2	100.2	-9.0	-12.0	-10.0	15.3	27.3	-6.0	101.7	9.0	-1.0
CC1=[N+](C)N(c2ccccc2)C(=O)C1N=Cc1ccc(Cl)cc1 (configuration not stated)	91.2	88.9	-10.0	-12.0	-4.0	-38.4	-3.4	-7.0	87.6	-3.0	-3.0
Cc1csc2c(N3CCCCC3)ncnc12	99.8	97.9	.	.	.	0.9	0.4	.	?	.	.
CC1(C)CC(=O)C(C=NCCCO)=C(O)C1	98.0	103.5	-3.0	-10.0	-7.0	-19.3	-22.2	6.0	123.2	0.0	2.0
C=CCc1cccc2cc(C(=O)NNC(=O)c3ccncc3)c(=O)oc12	101.8	104.7	-5.0	-4.0	-4.0	-8.3	8.1	0.0	104.5	-5.0	-2.0
CC1(C)CC(=O)C(C=NCCN2CCN(C(=S)Nc3cccc(Cl)c3)CC2)=C(O)C1	98.8	97.8	0.0	0.0	0.0	-49.6	13.2	0.0	95.9	2.0	2.0
CCOC(=O)c1ccc(-c2cc(C)no2)[nH]1	98.5	94.7	-1.0	1.0	1.0	0.8	17.0	0.0	101.2	0.0	2.0
CCOC(=O)c1cnc(SC)nc1Nc1cccc(F)c1	101.4	102.5	-1.0	6.0	3.0	-5.5	-11.2	3.0	101.0	2.0	2.0
Cn1c(CNc2cccc(Cl)c2)nnc1SCC(=O)OC1CCCCC1	101.2	97.6	-8.0	-10.0	-11.0	3.1	10.5	-7.0	99.3	-1.0	-1.0
O=C(CCN1C(=O)c2ccccc2C1=O)Nc1ccc(S(=O)(=O)NC2=NCCCCC2)cc1	103.1	100.9	-7.0	-16.0	-9.0	-16.1	-10.7	-4.0	105.2	-4.0	-4.0
FC(F)(F)c1ccc(Cl)c(-n2c(Cc3cccs3)n[nH]c2=S)c1	96.5	97.6	.	.	.	-23.5	9.7	.	?	.	.
Cc1ccccc1S(=O)(=O)c1cc2ccccc2nc1N	98.8	99.7	-1.0	2.0	-3.0	-15.7	3.1	0.0	?	-1.0	2.0
C[C@H]1CC[C@H]2C(=O)N[C@H](Cc3ccccc3)C(=O)N2[C@@H]1c1ccccc1	100.9	101.9	-4.0	-2.0	-2.0	-7.0	-7.5	-3.0	101.1	-3.0	-5.0
CS(=O)(=O)N(CC(=O)N1CCN(Cc2ccccc2)CC1)c1ccc2c(c1)OCCO2	101.0	99.8	-4.0	-5.0	-6.0	-21.0	31.6	-4.0	93.8	0.0	1.0
Cc1cccc(N2CCN(CC(=O)Nc3nccs3)CC2)c1C	100.0	94.9	-1.0	-2.0	-6.0	-16.0	12.2	0.0	96.2	-2.0	-2.0
O=C(Nc1ccccc1)c1cnc(-c2ccccc2)nc1-c1ccccc1	99.3	101.3	0.0	-3.0	-6.0	-28.4	2.9	-2.0	97.3	-4.0	0.0
CC(C)c1ccc(NC(=O)CSc2nnc(-c3ccccn3)n2C)cc1	96.7	92.0	-10.0	-14.0	-17.0	-38.6	18.5	-11.0	91.3	-6.0	-2.0
Cc1ccc(SCc2noc(C(=O)NCC3CCCO3)c2C(=O)O)cc1C (configuration not stated)	100.8	98.3	-1.0	-1.0	0.0	17.7	14.3	6.0	96.5	2.0	-1.0
CC(C)N1CCC(N2CCN(Cc3ccc(-c4ccccc4Cl)o3)CC2CCO)CC1 (configuration not stated)	101.8	122.9	-5.0	-5.0	-4.0	1.0	10.6	-4.0	105.0	0.0	-3.0
Cc1ccccc1-n1nc(SCC(=O)O)sc1=S	98.0	97.3	43.0*	7.0	28.0	-17.3	11.8	2.0	101.9	15.0	5.0
Cc1onc(-c2ccccc2)c1C(=O)N/N=C/c1cccc(O)c1	102.9	103.1	7.0	2.0	1.0	-20.0	11.7	7.0	106.1	3.0	3.0
COC(=O)c1ccc(C(C(=O)NCc2ccccc2)N(Cc2cccs2)C(=O)c2cnccn2)cc1 (configuration not stated)	99.8	101.5	-10.0	-7.0	-9.0	0.0	24.5	-4.0	98.2	-2.0	0.0
Cc1cc(C)n(CC(O)Cn2c3ccccc3c3ccccc32)n1 (configuration not stated)	105.1	99.7	-7.0	-11.0	-11.0	13.4	4.4	-2.0	101.8	-4.0	0.0
CCOc1ccc(Nc2ccc(N3C(=O)CCC3=O)cc2[N+](=O)[O-])cc1	104.7	107.1	-4.0	-4.0	-1.0	-15.6	22.8	-3.0	106.9	-3.0	-6.0
CCCCOC(=O)CCc1nc2ccccc2[nH]1	104.3	105.2	-4.0	-11.0	-4.0	-17.2	7.2	0.0	101.2	-1.0	0.0
CCOc1ccc(CC(=O)C2C(=O)CC(C)(C)CC2=O)cc1OCC	98.9	101.9	-7.0	-19.0	-12.0	-7.9	17.1	-10.0	99.5	-2.0	-3.0
N/C(COc1ccccc1)=N\NC(=O)c1cccnc1Oc1ccccc1	102.2	100.2	-8.0	-7.0	-6.0	-20.2	-0.8	-1.0	97.6	-1.0	1.0
O=C(/C=C/c1ccccc1)N1CCN(c2ccccn2)CC1	101.2	104.6	-3.0	-10.0	-8.0	-3.2	.	-13.0	103.1	-2.0	2.0
COc1cccc(-n2c(N)c(C#N)c3ccc([N+](=O)[O-])cc3c2=O)c1	100.7	103.5	-10.0	-7.0	-8.0	-8.7	-4.2	-6.0	102.2	-5.0	-3.0
CCc1ccc2[nH]cc(C(=O)N3CCCCCC3)c(=O)c2c1	103.4	102.8	-7.0	-13.0	-8.0	6.5	7.9	2.0	100.0	-6.0	-1.0
Cn1ncc2c(NNC(=O)c3ccc(Cl)c(Cl)c3)ncnc21	86.6	94.6	4.0	-2.0	-6.0	-53.7	-2.7	0.0	90.3	0.0	3.0
O=C(NCc1ccco1)c1csc(Nc2ccccc2Cl)n1	102.3	100.7	2.0	0.0	0.0	-13.8	-2.7	0.0	99.2	-5.0	-1.0
CCC(CC)NC(=O)Nc1ccccc1C	100.3	102.5	-3.0	-4.0	-2.0	-4.3	10.2	1.0	100.5	0.0	2.0
CCCCOc1ccc(C(CC(=O)NC)C(=O)O)cc1 (configuration not stated)	99.6	99.0	-9.0	-18.0	-11.0	-19.2	-17.4	-3.0	96.0	-3.0	-2.0
CCOc1cc(/C=N/NC(=O)c2ccc(-c3csc(Nc4ccc(C)cc4)n3)cc2)ccc1OCC(=O)O	100.3	100.8	-5.0	0.0	0.0	-2.1	86.1*	-3.0	102.7	1.0	-2.0

Reformatted: results already given.
SMILES | RGS8-Gao reg | RGS4-Gao reg | Bcl-B Bim block | Bfl-1 Bim block | Bim-Bcl-2 | Mcl1-Bid inh | Mcl1-Noxa inh | Bcl-XL Bim block | RGS7-Gao | Bim-Mcl-1 | Bim-Bcl-W
COc1cccc(-n2c(N)c(C#N)c3ccc([N+](=O)[O-])cc3c2=O)c1 | 100.7 | 103.5 | -10.0 | -7.0 | -8.0 | -8.7 | -4.2 | -6.0 | 102.2 | -5.0 | -3.0
CCc1ccc2[nH]cc(C(=O)N3CCCCCC3)c(=O)c2c1 | 103.4 | 102.8 | -7.0 | -13.0 | -8.0 | 6.5 | 7.9 | 2.0 | 100.0 | -6.0 | -1.0
Cn1ncc2c(NNC(=O)c3ccc(Cl)c(Cl)c3)ncnc21 | 86.6 | 94.6 | 4.0 | -2.0 | -6.0 | -53.7 | -2.7 | 0.0 | 90.3 | 0.0 | 3.0
O=C(NCc1ccco1)c1csc(Nc2ccccc2Cl)n1 | 102.3 | 100.7 | 2.0 | 0.0 | 0.0 | -13.8 | -2.7 | 0.0 | 99.2 | -5.0 | -1.0
CCC(CC)NC(=O)Nc1ccccc1C | 100.3 | 102.5 | -3.0 | -4.0 | -2.0 | -4.3 | 10.2 | 1.0 | 100.5 | 0.0 | 2.0
CCCCOc1ccc(C(CC(=O)NC)C(=O)O)cc1 (configuration not stated) | 99.6 | 99.0 | -9.0 | -18.0 | -11.0 | -19.2 | -17.4 | -3.0 | 96.0 | -3.0 | -2.0
CCOc1cc(/C=N/NC(=O)c2ccc(-c3csc(Nc4ccc(C)cc4)n3)cc2)ccc1OCC(=O)O | 100.3 | 100.8 | -5.0 | 0.0 | 0.0 | -2.1 | 86.1* | -3.0 | 102.7 | 1.0 | -2.0

(cont.)
SMILES	RGS8-Gao reg	RGS4-Gao reg	Bcl-B Bim block	Bfl-1 Bim block	Bim-Bcl-2	Mcl1-Bid inh	Mcl1-Noxa inh	Bcl-XL Bim block	RGS7-Gao	Bim-Mcl-1	Bim-Bcl-W
CCOc1ccc2[nH]c(=O)c(CN(CCN3CCOCC3)Cc3nnnn3C(C)(C)CC)cc2c1	99.2	97.7	-2.0	-1.0	-2.0	-7.2	2.0	1.0	96.4	0.0	-1.0
CC(=O)Nc1ccc(NC(=O)C2CCN(C(=O)c3ccc([N+](=O)[O-])cc3)CC2)cc1	101.0	101.3	1.0	-4.0	2.0	-25.0	9.4	-2.0	?	2.0	0.0
CC(C)Cc1nnc(NC(=O)CSc2ncn[nH]2)s1	95.4	99.7	-8.0	-4.0	-4.0	-9.2	0.2	-13.0	97.8	-6.0	-8.0
CCOC(=O)C(C(=O)N(C)C)c1ncc(C(F)(F)F)cc1Cl (configuration not stated)	100.7	96.4	-1.0	-8.0	-6.0	-7.0	-2.2	0.0	101.4	0.0	2.0
Cc1ccc2c(c1)N=C(c1ccccc1)CC(C(Cl)Cl)=N2	96.7	95.7	.	.	.	-38.9	-8.1	.	?	.	.
CC1(C)Cc2ccccc2C(=C(C#N)C#N)N1	88.9	93.5	12.0	27.0	16.0	-31.3	7.8	19.0	96.6	12.0	12.0
Cc1ccc(-c2cc(C(=O)O)n(-c3ccc(S(N)(=O)=O)cc3)n2)cc1	101.8	101.4	0.0	-1.0	0.0	-3.7	1.0	1.0	?	0.0	1.0
CCCCCC1CCC(c2nnc(SCC(C)=O)o2)CC1 (configuration not stated)	100.0	99.6	-3.0	-4.0	-4.0	-7.9	15.4	-3.0	?	-1.0	2.0
Cc1ccc(-c2ccc(/C=N/NC(=O)c3ccccc3O)o2)cc1	101.3	109.5	.	.	.	-53.3	-36.9	.	?	.	.
CCCn1nnc(NC(=O)COc2cc(C)ccc2C(C)C)n1	104.8	125.0	0.0	1.0	0.0	-10.3	0.1	0.0	116.3	-4.0	2.0
COc1ccc(CCNC(=O)c2cc(-c3cc(C)c(C)cc3O)n[nH]2)cc1OC	96.5	109.0	-7.0	-17.0	-12.0	-42.7	-3.2	-8.0	131.6	-3.0	-2.0
CC(C)(C)c1ccc(OCC(=O)NCc2ccco2)c(Br)c1	98.8	102.2	-7.0	-16.0	-3.0	-17.9	12.6	0.0	96.9	0.0	3.0
CN1CCN(CC(O)COCc2ccc3c(c2)OCO3)CC1 (configuration not stated)	100.7	99.3	0.0	-9.0	-1.0	-19.6	-1.4	0.0	101.0	5.0	4.0
